# bovine MsrA act: activates bovine MsrA enzyme; 360,000 tested, 0.3% active; purified bovine MsrA, absorbance read-out; activation, % at 10.6 µM; in the data active = activation above about 7.5%;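 also: 0% = vehicle and 100% = reference activator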
# E coli Lon inh: E. coli protease La inhibition | 360,000 tested, 0.42% active | purified E. coli Lon protease, fluorescence polarization | AID 602123 | inhibition, % at 7.94 µM; in the data active = inhibition above about 13%, passing the limit was not always enough;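 also: 0% = enzyme with probe and DMSO and 100% = no enzyme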
# CSN deneddyl inh: CSN deneddylation inhibition; inhibition, % at 12.5 µM; Q92905; 360,000 tested, 0.38% active; Purified CSN, SCF-Nedd8-OG deneddylation, fluorescence polarization; AID 651999;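 active = pattern-corrected inhibition above about 35%, with an unprinted fluorescence ratio check between 0.5 and 1.5, limit read from the data, passing the limit was not always enough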;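 also: 0% = enzyme with substrate and 100% = substrate without enzyme; some results filed as inactive read as strong as hits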
# Target sequence (Q92905 whole entry, looked up, one chain of several): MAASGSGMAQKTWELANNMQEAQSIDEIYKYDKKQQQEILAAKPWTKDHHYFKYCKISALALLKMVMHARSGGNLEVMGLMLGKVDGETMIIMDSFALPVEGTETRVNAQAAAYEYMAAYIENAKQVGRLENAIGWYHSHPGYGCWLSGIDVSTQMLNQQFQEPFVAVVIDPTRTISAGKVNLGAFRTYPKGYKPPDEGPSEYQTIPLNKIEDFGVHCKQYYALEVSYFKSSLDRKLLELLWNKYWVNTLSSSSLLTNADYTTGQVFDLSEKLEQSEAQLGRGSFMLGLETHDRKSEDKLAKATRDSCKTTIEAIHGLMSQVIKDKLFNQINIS
#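 Assay system: purified human Csn5 enzyme expressed in HEK293T cells; Input: 0.24 nM Csn5 enzyme, final concentration; Reagent: 10 nM SCFSkp2-Nedd8OG; Compound dosing: 12.5 µM single point; Times: reaction 90 min, room temperature; Technique: fluorescence polarization readout.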
# PABP1 MLLE inh: blocks PAM2 peptide binding to the PABP1 MLLE domain. inhibition, % at 20 µM. GST-MLLE / FITC-PAM2 fluorescence polarization. 360,000 tested, 0.36% active. AID 588489; in the data active = inhibition above about 35%, passing the limit was not always enough;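 also: plate controls were DMSO wells with GST-MLLE for no effect and wells lacking GST-MLLE protein for full effect; some results filed as inactive read as strong as hits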
# Rpn11 block: inhibitors of human proteasome Rpn11 | O00487 | human 26S proteasome, Ub4-pepOG fluorescence polarization; 20S core pre-blocked with epoxomicin | calls only at 20 µM | 360,000 tested, 0.59% active | AID 588493;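 active = inhibition at 20 µM, scaled to each plate's controls, above about 33%, limit read from the data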
# Target sequence (O00487 whole entry, looked up): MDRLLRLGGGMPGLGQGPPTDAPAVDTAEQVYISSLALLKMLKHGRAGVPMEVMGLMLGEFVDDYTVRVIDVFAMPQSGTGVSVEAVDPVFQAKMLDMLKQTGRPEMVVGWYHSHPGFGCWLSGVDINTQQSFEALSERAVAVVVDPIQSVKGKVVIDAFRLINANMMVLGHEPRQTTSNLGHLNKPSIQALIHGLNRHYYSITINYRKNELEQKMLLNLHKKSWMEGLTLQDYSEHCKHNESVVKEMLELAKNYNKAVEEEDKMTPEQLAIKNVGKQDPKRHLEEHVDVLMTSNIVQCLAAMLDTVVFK
# Rin1 Abl inh: inhibitors of human Rin1-Abl protein interaction. P00519+Q13671. TR-FRET Rin1/Abl binding, biochemical. inhibition, % at 7.35 µM. 360,000 tested, 0.4% active. AID 588664; in the data active = inhibition above about 5%, passing the limit was not always enough
# MT1-MMP act inh: MT1-MMP (human) activation inhibition; P50281; HT1080 RFP-PRO-GFP cells, GFP/RFP ratio fluorescence, overnight; percent of plate control window, DMSO zero; GFP/RFP ratio change, % at 20 µM; 360,000 tested, 0.061% active;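 active = GFP/RFP ratio change of at least 30% with cell ATP level not reduced by more than half and red fluorescence within 50% of control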; also: strong numbers were not always called active
#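 Material – HT1080 RFP-PRO-GFP cells · Control set – DMSO wells and RFP-L50D-GFP cells · Incubation – overnight cell settling, then overnight compound exposure, 37 °C, 5% CO2 · Compound dosing – single-point 20 µM compound, 1% DMSO · Read-out – GFP/RFP fluorescence ratio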
# FAS TE block: inhibitors of human fatty acid synthase thioesterase domain; P49327; recombinant FAS-TE, OMFH fluorogenic substrate, fluorescence endpoint; inhibition, % at 15 µM; 360,000 tested, 0.67% active; AID 602261;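 active = compounds whose normalised, plate-corrected inhibition of enzyme fluorescence in the single-dose primary screen is 50% or more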;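 also: 0% = DMSO with enzyme and 100% = substrate without enzyme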
# MsrA inh: inhibitors of bovine MsrA; 360,000 tested, 0.75% active; inhibition, % at 15.5 µM; purified bovine MsrA, absorbance read-out; in the data active = inhibition above about 4.5%;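 also: 0% = vehicle wells with enzyme and 100% = reference inhibitor wells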
# Active calls of the source: *; i = inactive; / = no result given.
SMILES,bovine MsrA act,E coli Lon inh,CSN deneddyl inh,PABP1 MLLE inh,Rpn11 block,Rin1 Abl inh,MT1-MMP act inh,FAS TE block,MsrA inh
Cc1ccccc1NC(=O)CSc1nc2ccccc2o1,-3,-7,-1,8,i,1,0,-1,0.9
COc1ccc(N2CCN(C(=O)COC(=O)[C@@H](NC(=O)OCc3ccccc3)C(C)C)CC2)cc1,-3,-19,4,-14,i,0,0,12,-0.5
Cc1ccc(C(=O)NCCc2nnc3ccc(NCCCN4CCOCC4)nn23)cc1,-7,7,-2,-6,i,-1,2,-6,1.2
COc1cccc(NC(=O)CN(C)C(=O)c2cccc(S(=O)(=O)Nc3ccc(C)cc3)c2)c1,-4,2,3,2,i,4,1,8,-0.8
COc1cc(OC)c(C2C(C(=O)Nc3ccc(C)cc3C)=C(C)Nc3ncnn32)cc1OC (stereo not given),-3,-11,-2,1,i,-5,6,-5,-0.4
Fc1cccc(F)c1-n1c(CN2CCCCC2)csc1=S,-11,-5,0,7,i,-1,-3,19,-0.6
COc1cc2c(cc1OC)C(C(=O)NC(C)c1ccccc1)CC(=O)N2 (stereo not given),0,0,0,-5,i,0,3,-3,0.3
CCc1cc2c(NC(Cc3c[nH]c4ccccc34)C(=O)O)nc(C)nc2s1 (stereo not given),-2,-4,5,0,i,-1,0,-4,0.1
CC1(C)CC(=O)C(CC(=O)N2CCC(Cc3ccccc3)CC2)C(=O)C1,-7,0,-5,14,i,3,-6,-1,0.1
CCOC(=O)c1ccc(NS(=O)(=O)c2cnc[nH]2)cc1,-9,-4,7,-3,i,5,-4,-12,-0.9
Cc1ccsc1C(=O)C1CCCN(Cc2cc(F)ccc2-n2cccn2)C1 (stereo not given),-9,-2,-4,-17,i,3,4,16,0.7
O=C(Oc1ccc(=O)[nH]n1)c1ccccc1,-1,10,-4,8,i,-2,-4,1,0.7
COC(=O)c1ccc(NC(=O)CNC(=O)C2CCCCC2)c(C)c1,0,5,-2,-4,i,-1,6,-5,1.0
O=C(c1cc(-c2ccccc2)n[nH]1)N1CCc2c([nH]c3ccccc23)C1c1ccccn1 (stereo not given),-1,-5,5,-10,i,3,0,19,-0.9
Cn1nnnc1SCc1ccccc1[N+](=O)[O-],0,3,-2,-2,i,-3,0,-4,-0.6
OCC[C@@H]1C[C@@H](O)[C@H](O)[C@@]2(CCCc3ccccc3O2)O1,-4,-7,0,-11,i,1,-2,-13,-0.4
Cc1nn2c3c(cnc2c1-c1ccccc1)C(=O)CCC3,1,-3,-2,-5,i,2,8,2,0.3
C/C(=N/NC(=O)CNS(=O)(=O)c1ccccc1)c1ccc(Br)cc1,-2,-2,1,-11,i,0,3,8,-1.1
Cc1ccc(S(=O)(=O)N2CCCCC2)cc1NC(=O)c1ccc2c(c1)OCO2,-5,-12,-11,13,i,-2,3,8,-1.1
CC(CC(=O)Nc1ccc(Cl)c(S(=O)(=O)N2CCOCC2)c1)c1ccccc1 (stereo not given),-4,6,-4,5,i,-2,-3,18,-0.9
Oc1[nH]c2ccccc2c1/C=N/c1nccs1,-3,-37,15,-41,i,-3,-26,-28,4.0
COc1ccc(CNC(=O)CN(CC2CCCO2)C(=O)CNS(=O)(=O)c2ccc(C)cc2)cc1 (stereo not given),-2,12,5,-2,i,2,-3,-1,-0.2
CCCn1c(N2CCN(CC(=O)c3c[nH]c4ccccc34)CC2)nc2c1c(=O)[nH]c(=O)n2C,5,-2,-3,-121,i,-6,-5,-5,0.6
C(=C\c1ccccc1)/CN1CCN(C(c2nnnn2C2CCCCC2)C2CC2)CC1 (stereo not given),-4,-6,1,9,i,3,2,11,0.8
CC(C)C[C@@H](COCc1ccc([N+](=O)[O-])cc1)N1CCN(C(=O)c2ccc(C(F)(F)F)cc2)CCC1=O,1,-3,1,/,/,/,-3,44,0.8
O=S1(=O)CCN(Cc2ccncc2)CC1,-4,-3,0,-4,i,-3,-3,-10,-1.2
COCCCN1C(=O)C(CC(=O)NCc2cccc3ccccc23)CC(C(=O)N2CCOCC2)=C1C (stereo not given),-2,-2,-5,0,i,2,2,-7,1.4
CO/N=C/C(C#N)=C/c1ccc(OC)c(OC)c1,-4,2,-2,0,i,-3,2,-1,5.1*
CCC(=O)N1CCc2cc(S(=O)(=O)NC(C(=O)NCc3ccccc3)C(C)C)ccc21 (stereo not given),-4,-3,3,-1,i,0,7,-3,-0.3
CN(Cc1ccc(Cl)cc1)C(=O)c1ccccc1SCC(=O)N1CCCC1,-3,5,2,5,i,1,-2,-5,0.6
Cn1cccc1C(=O)NC(=O)COC(=O)CNC(=O)CNC(=O)c1ccc(Cl)cc1Cl,-2,-4,-7,-19,i,1,-1,-2,-0.4
COc1cc2c(cc1OC)CN(C(=O)c1cccc(S(=O)(=O)N(C)C)c1)CC2,-10,-4,-1,-1,i,-4,10,-2,0.1
Cc1nc(Nc2ccc(Br)cc2Br)c([N+](=O)[O-])c(=O)[nH]1,-2,-3,-1,8,i,1,1,-5,0.0
COCCN1CC(C(=O)NCCc2nc(C)c(C)s2)CCC1=O (stereo not given),-8,4,-3,-18,i,-3,-2,-7,0.9
COc1ccc(-c2nc3ccc(Cl)cn3c2NC2CCCCC2)cc1SC1CCCCC1,-1,-18,7,-29,i,1,-12,24,0.0
CCCCN(C)C(=O)c1cc2c(s1)-c1ccccc1S(=O)(=O)C2,-9,-1,1,-15,i,-3,4,2,0.8
COc1cccc(C(C(=O)NCC2CCCO2)N(C(=O)Cn2nnc3ccccc32)c2ccc(NC(C)=O)cc2)c1 (stereo not given),2,4,1,-7,i,2,0,-4,0.4
COc1cc(NC(=O)CSCC(=O)Nc2cccc(C(F)(F)F)c2)c(Cl)cc1Cl,-5,-7,-6,-4,i,-1,9,30,-0.3
COc1ccc(C(=O)Nc2cc([N+](=O)[O-])ccc2N2CCCC2)cc1,-1,-3,4,5,i,-5,5,58*,1.4
C/C(=N/NC(=O)c1cc(C)[nH]n1)c1ccncc1,-5,-1,4,15,i,1,2,-2,-0.1

# Structural class, the compounds so far with a nitro group on carbon
SMILES,bovine MsrA act,E coli Lon inh,CSN deneddyl inh,PABP1 MLLE inh,Rpn11 block,Rin1 Abl inh,MT1-MMP act inh,FAS TE block,MsrA inh
Cn1nnnc1SCc1ccccc1[N+](=O)[O-],0,3,-2,-2,i,-3,0,-4,-0.6
CC(C)C[C@@H](COCc1ccc([N+](=O)[O-])cc1)N1CCN(C(=O)c2ccc(C(F)(F)F)cc2)CCC1=O,1,-3,1,/,/,/,-3,44,0.8
Cc1nc(Nc2ccc(Br)cc2Br)c([N+](=O)[O-])c(=O)[nH]1,-2,-3,-1,8,i,1,1,-5,0.0
COc1ccc(C(=O)Nc2cc([N+](=O)[O-])ccc2N2CCCC2)cc1,-1,-3,4,5,i,-5,5,58*,1.4

# Next part:
SMILES,bovine MsrA act,E coli Lon inh,CSN deneddyl inh,PABP1 MLLE inh,Rpn11 block,Rin1 Abl inh,MT1-MMP act inh,FAS TE block,MsrA inh
Cc1c(C(=O)N2CCN(S(=O)(=O)c3ccccc3F)CC2)oc2c(Cl)cccc12,-11,1,4,-3,i,1,/,31,-0.7
COC(=O)c1nc(NC(=O)c2ccccc2Cl)n[nH]1,-6,-8,-4,6,i,0,-2,3,-1.3
CS(=O)(=O)Nc1ccc(C(=O)N2CCN(c3ccccc3)CC2)cc1,-1,1,3,-4,i,-1,2,-10,0.1
CCNC(=O)C1CCCN(C(=O)c2cnc3ccccc3n2)CC1 (stereo not given),-3,-5,2,-6,i,1,0,-7,1.0
CC(=O)Nc1nc(NC(=O)C(Cl)(Cl)Cl)n(-c2ccccc2)n1,-4,1,1,-2,i,-4,-2,-5,-0.8
CCCc1nnc(NC(=O)c2ccc(S(=O)(=O)N(C)c3ccccc3OC)cc2)s1,5,-2,0,12,i,0,0,1,-0.2
CC1(C)CC(=O)C2=C(C1)OC(N)=C(C#N)[C@@]21C(=O)N(CC(N)=O)c2ccccc21,-12,-3,-1,5,i,0,-4,-20,-0.8
O=S(=O)(NCc1ccccc1)c1ccc(-n2cccn2)cc1,-3,8,-1,10,i,-3,1,-1,0.2
Cc1cc(C(=O)O)ccc1-c1ccc(CO)o1,-11,-5,5,2,i,-2,-1,-8,1.8
COCCn1c(=S)[nH]c2cc(C(=O)NC3CCCCC3C)ccc2c1=O (stereo not given),-2,0,-1,-95,i,0,6,-4,1.0
CCN(CC)S(=O)(=O)c1cccc(C(=O)NC(C(=O)NNC(=O)c2ccccc2F)C(C)C)c1 (stereo not given),-9,3,2,1,i,2,3,-4,0.1
C=CCn1c(SCC(=O)Nc2nc3ccccc3s2)nc(O)c(CC)c1=O,-2,12,11,7,i,1,0,8,0.3
CN(CC(=O)NCC1CCCCC1)S(=O)(=O)c1ccc(F)cc1,-3,7,-2,8,i,-1,-2,-3,-0.5
CC1CCCC(NC(=O)COC(=O)[C@@H](NC(=O)c2ccco2)C(C)C)C1C (stereo not given in full),-1,0,1,-1,i,3,0,-5,-0.8
Cc1ccc(-n2cc[nH]c2=S)cc1C,-5,-1,-5,-78,i,1,-2,-6,-1.5
COC(=O)[C@@H]1C[C@H]1[C@@H](NS(=O)(=O)c1ccccc1)c1ccccc1,-2,-4,-4,4,i,0,1,-7,-0.2
CC(=O)c1ccc(NC(=O)C(C)N(C)CC(=O)Nc2ccc(N3CCOCC3)cc2)cc1 (stereo not given),-5,14,-3,-14,i,1,1,-1,0.7
COc1ccc2[nH]c3c(=O)n(N)c(=O)[nH]c3c2c1,-3,-5,5,-3,i,-1,/,2,0.0
CCc1cccc(NC(=O)c2snc3c(=O)[nH]cnc23)c1,-1,-3,3,4,i,-3,4,-5,1.8
O=C(Nc1cc2c(ccc3ccccc32)oc1=O)C1CCCCC1,-2,-5,4,-6,i,-2,2,-7,-0.5

# Reprinted from the part before: two entries; new compounds follow.
SMILES,bovine MsrA act,E coli Lon inh,CSN deneddyl inh,PABP1 MLLE inh,Rpn11 block,Rin1 Abl inh,MT1-MMP act inh,FAS TE block,MsrA inh
CCc1cccc(NC(=O)c2snc3c(=O)[nH]cnc23)c1,-1,-3,3,4,i,-3,4,-5,1.8
O=C(Nc1cc2c(ccc3ccccc32)oc1=O)C1CCCCC1,-2,-5,4,-6,i,-2,2,-7,-0.5
Cc1c(C(=O)NC2=NCCS2)cccc1[N+](=O)[O-],-1,-6,-2,-12,i,1,0,2,1.1
O=C(Nc1nnc(SCc2ccc(F)cc2)s1)c1ccco1,-4,5,-4,2,i,-4,3,-5,1.6
COc1ccc(Cc2nnc(N)s2)cc1,-2,1,-1,31,i,1,4,-6,3.4
CNCCOCC(O)CSc1ccccc1 (stereo not given),3,-2,0,-12,i,-1,8,-5,-0.7
Cc1cc(NC(=O)COc2cccnc2[N+](=O)[O-])no1,-2,-4,-3,4,i,-1,0,-3,0.9
O=C(CCCC1=NS(=O)(=O)c2ccccc2N1)NCCc1ccc(Cl)cc1,-1,-2,4,3,i,-1,4,-4,-0.2
COc1ccc(N(CC(=O)Nc2ccccc2C)S(=O)(=O)c2ccccc2[N+](=O)[O-])c(OC)c1,-5,-2,-11,8,i,0,-1,20,-0.3
CCOc1ccc(OC(=O)c2ccc3c(=O)n4c(nc3c2)CCC4)cc1,-7,10,2,-11,i,-4,-1,9,/
Cc1ccc(C)c(CC(=O)N2CCCC(c3cc(C(=O)Nc4ccc5c(c4)OCO5)no3)C2)c1 (stereo not given),-1,-8,-1,9,i,-1,-4,16,-0.5
O=C(CCC(=O)OCC(=O)c1cccc([N+](=O)[O-])c1)Nc1cccc(Cl)c1Cl,2,-7,2,13,i,1,1,-4,0.9
COc1ccccc1CNC(=O)c1ccc(-c2ccccc2Cl)o1,-3,-18,0,10,i,-4,-4,24,1.3

# Screening data deposited in PubChem by several laboratories.
